Screens as filed in PubChem.
Growth percent in the NCI-60 one-dose screen (48 h, 10 µM unless noted): 100 = growth as untreated, 0 = no growth, -100 = all killed.
SR: SR leukemia cells. hit rate 8.7% among 73,000. AID 1794780
RPMI-8226: RPMI-8226 leukemia cells; hit rate 7.5% among 77,000
K-562: K-562 leukemia; hit rate 7.4% among 78,000; AID 1794777
CCRF-CEM: CCRF-CEM leukemia; hit rate 7% among 77,000
MDA-MB-468: MDA-MB-468 breast cancer; hit rate 8.5% among 78,000; AID 2202374
MDA-MB-231: MDA-MB-231 breast cancer. hit rate 5% among 81,000
MDA-MB-435: MDA-MB-435 melanoma | hit rate 7.8% among 82,000
MOLT-4: MOLT-4 leukemia cells | hit rate 6.9% among 80,000 | AID 1794779
An asterisk follows results filed as active; nt = not tested or not shown; & = joins results of further samples; [ ] = remark or other dose. How the source made its calls: active means growth percent below 10; inactive means the rest. The order is random; 16% or so of the library scored in one or more.

SMILES	SR	RPMI-8226	K-562	CCRF-CEM	MDA-MB-468	MDA-MB-231	MDA-MB-435	MOLT-4
CSc1ccc2c(c1)N(C(=O)/C(C#N)=C/c1ccc(C(F)(F)F)cc1)c1ccccc1S2	120	96	80	98	77	84	100	83
Oc1ccc(-c2nc3cc4nc5ccccc5[nH]c4cc3n2)cc1	69	79	81	72	96	84	106	75
C=CC(=O)Nc1cccc(-c2nc(SC)nc(NCC(C)C)c2C#N)c1	nt	79	79	90	89	67	76	67
Cc1c(NS(=O)(=O)c2ccccc2)c(C)c(NS(=O)(=O)c2ccccc2)c(C)c1NS(=O)(=O)c1ccccc1	100	79	91	87	100	110	107	93
COc1ccc(C(=O)c2c[nH]c(C(=O)O)c2-c2ccc(OC)cc2)cc1	110	98	96	109	105	111	102	94
COc1cc(C2CC(c3ccc(Nc4ccnc5cc(Cl)ccc45)cc3)=NN2c2ccc(Cl)cc2)cc(OC)c1OC (configuration not stated)	12	45	6.2*	28	42	43	8.1*	32
COc1cc(CNC(=O)c2cc(OC)c(OC)c(OC)c2)ccc1O	90	90	88	102	100	102	103	101
Cc1ccc(-c2nnc(SCc3nc(N)nc(Nc4ccccc4)n3)n2-c2ccccc2)cc1	103	96	103	93	89	101	97	95
O=C(O)c1ccc(-n2cc(CNc3cc(F)cc(C(F)(F)F)c3)c(-c3ccc(F)cc3)n2)cc1	98	65	61	80	116	96	90	63
O=C(O)c1ccc(-n2cc(/C=N/Nc3c(F)c(F)cc(F)c3F)c(-c3ccc(F)c(F)c3)n2)cc1	74	45	56	60	80	101	90	63
c1ccc2c(c1)sc1c(-c3ccc(C4CC4)o3)cccc12	48	107	87	98	65	83	98	88
COc1cc(C(=O)NN=C2c3ccccc3-c3ccccc32)cc(OC)c1OC	14	23	14	26	-3.4*	49	-23*	39
Cc1cc(OCC(=O)Nc2ccccc2)nc2[nH]c(=O)sc12	nt	103	105	108	104	106	105	97
CCOC(=O)c1ccc(NS(=O)c2ccccc2)cc1 (configuration not stated)	nt	98	77	95	98	101	102	86
Cc1cc(C(C)(C)C)cc(Cc2cc(C(C)(C)C)cc(C=O)c2O)c1O	89	88	76	88	100	89	99	94

Structural class: the entries above containing a CF3 group
SMILES	SR	RPMI-8226	K-562	CCRF-CEM	MDA-MB-468	MDA-MB-231	MDA-MB-435	MOLT-4
CSc1ccc2c(c1)N(C(=O)/C(C#N)=C/c1ccc(C(F)(F)F)cc1)c1ccccc1S2	120	96	80	98	77	84	100	83
O=C(O)c1ccc(-n2cc(CNc3cc(F)cc(C(F)(F)F)c3)c(-c3ccc(F)cc3)n2)cc1	98	65	61	80	116	96	90	63

(continued)
SMILES	SR	RPMI-8226	K-562	CCRF-CEM	MDA-MB-468	MDA-MB-231	MDA-MB-435	MOLT-4
C[C@H]1[C@H](C)CC[C@]2(C(=O)O)CC[C@]3(C)C(=CC[C@@H]4[C@@]5(C)C/C(=C/c6ccncc6)C(=O)C(C)(C)[C@@H]5CC[C@]43C)[C@H]12	nt	47	45	52	69	96	88	63
O=C(CSc1nc2ccccc2[nH]1)Nc1ccc(Br)cc1	nt	102	80	97	100	80	90	nt
CN1NC(=O)CC1c1ccccc1 (configuration not stated)	109	121	89	120	102	100	118	87
Cc1cc2c(-c3nc4ccccn4c3NC3CCCCC3)c(O)c(O)cc2c(O)c1-c1c(C)cc2c(-c3nc4ccccn4c3NC3CCCCC3)c(O)c(O)cc2c1O	26	32	10	24	14	27	28	44
COc1ccc(C2(Cl)c3ccccc3N(c3ccccc3)c3ccccc32)cc1	3.2*	nt	9.0*	21	-33*	-24*	-61*	13
COC(=O)CC[C@@H]1O[C@@H](c2ccc(F)cc2)C[C@H]1O	103	107	105	108	95	95	99	129
CCCCCCCCCCCCOCCCNC(=S)NCCCOCCCCCCCCCCCC	110	116	112	112	107	105	118	107
NC(N)=NCCOc1nc(Oc2ccccc2C(=O)O)cc(-c2ccco2)n1	94	102	92	84	132	106	102	86
CCSc1ncnc2nc[nH]c12	107	122	106	112	118	104	115	128
O=C(c1ccccc1)c1ccccc1-c1ccccc1	19	14	14	11	nt	42	-22*	30
Nc1cc([N+](=O)[O-])cc(S(=O)(=O)O)c1O	103	114	106	112	112	115	110	83
N#Cc1ccc(Cn2c(-c3cscn3)nc3c(Cl)cccc32)cc1	72	81	64	94	77	79	105	74
Nc1nc(Cl)cc(Nc2ccccc2Cl)n1	106	88	112	98	87	102	118	105
CN(C)CCC(=O)c1cccs1	99	61	103	79	83	108	94	101
CC(=O)Nc1ccc(N)c2cc(S(=O)(=O)O)c(S(=O)(=O)O)cc12	62	94	101	79	nt	111	110	86
O=CNc1cccc(Cl)c1Cl	108	101	102	101	nt	98	108	109
Cc1cc(-c2ccccc2)n2nc(NN)nc2n1	101	102	95	108	100	97	105	101
N#CC(c1ccc(Cl)cc1)c1c(Cl)cc(-n2ncc(=O)[nH]c2=O)cc1Cl (configuration not stated)	98	67	nt	74	84	102	98	58
O=C(c1ccc(F)cc1)C(c1c[nH]c2ccccc12)c1c[nH]c2ccccc12	11	19	5.3*	3.4*	23	59	58	27
CN(C)c1ccc(/C=C2\SC(=S)N(CCCN3CCOCC3)C2=O)cc1	99	79	87	87	89	83	83	93
Cc1cc(C)n(-c2cn3c(-c4ccc(Cl)cc4)csc3n2)n1	66	68	83	88	89	86	94	81
C/C=C/C1=C(C)C(=O)[C@H](O)O1	92	101	99	98	94	104	104	99
Cc1ccc2[nH]c(=S)cc(S)c2c1	66	93	73	87	81	93	26	85
COc1ccc(/C=C/C(=N)/C=C2/C(=O)Nc3cc(Br)ccc32)cc1	95[2.05 µM]	107[2.05 µM]	101[2.05 µM]	107[2.05 µM]	107[2.05 µM]	90[2.05 µM]	108[2.05 µM]	106[2.05 µM]
N#CC1(c2ccc(Cl)cc2)CCCC1	82	95	88	98	101	123	94	78
O=[N+]([O-])c1ccc(N=Nc2c(O)c(N=Nc3cc([N+](=O)[O-])cc([N+](=O)[O-])c3O)cc(N=Nc3cc(S(=O)(=O)O)cc4cc(S(=O)(=O)O)cc(O)c34)c2O)cc1	86	102	78	97	100	102	107	87
COc1ccc(Cn2cc3c(c2-c2ccccc2)CCc2cnoc2-3)cc1	30	-25*	14	8.4*	55	10	3.4*	26
CCOC(=O)C1=C(CCl)NC(=O)NC1c1ccc2c(c1)OCO2 (configuration not stated)	28	15	nt	11	-1.1*	39	36	38
COc1cccc(-c2cc(-c3ccc(NS(=O)(=O)c4ccc(C)cc4)cc3)[nH]c(=O)c2C#N)c1	89	106	81	78	84	90	98	95
CC(=O)Nc1ccccc1OC(=O)NC(C)(C)C	96	100	99	96	98	108	99	105
NC(C(=O)O)c1ccc([N+](=O)[O-])cc1 (configuration not stated)	113	116	113	99	111	90	111	105
CC(=O)N1N=C(c2ccc(F)cc2)CC1c1cn(Cc2ccc(Cl)cc2)c2ccccc12 (configuration not stated)	37	52	38	68	69	82	14	63
CC1(C)CC(=O)C2=C(C1)N(CCc1ccc(S(N)(=O)=O)cc1)C1=C(C(=O)CC(C)(C)C1)C2c1ccc(Br)cc1	93	93	91	98	91	94	95	94
COc1cc2cc(Sc3ccc(NC(=O)c4cc(C(F)(F)F)cc(C(F)(F)F)c4)cc3)c(C)nc2cc1OC	91	95	98	95	95	109	110	88
CCSc1nc(C)cc(=O)[nH]1	100	102	102	94	108	101	118	98
COc1ccc(N=c2nc3sc4cccc(Cl)c4n3c(N)c2C#N)cc1	nt	91	95	92	104	82	99	90
N#C/C(=C\c1ccc(F)cc1)n1nc2cccc(F)c2n1	14	nt	13	26	22	49	-55*	52
O=S(=O)(Nc1ncccn1)c1ccc(-n2c(-c3cccs3)nc(-c3ccccc3)c2-c2ccccc2)cc1	82	81	103	84	119	97	94	97
COc1cc(-c2nc3ccccc3c(=O)[nH]2)ccc1OCC(=O)N=Nc1c(O)[nH]c2ccc(Cl)cc12	96	97	100	91	120	103	109	93
O=C(CN1C(=O)S/C(=C\c2ccccc2)C1=O)Nc1ccc(C(=O)/C=C/c2cc3ccccc3nc2Cl)cc1	42	26	51	77	63	90	83	51
CCCCCCCCn1cc(C2=C(c3coc4ccc(OC)cc34)C(=O)NC2=O)c2ccccc21	119	119	121	99	103	102	102	125
NC1=CC(=O)c2ccccc2C1=O	81	82	93	85	96	82	8.7*	94
COc1ccc(N2CC(c3nc4ccccc4s3)CC2=O)cc1 (configuration not stated)	78	93	96	94	111	59	103	90
OC(Cc1ccc(Cl)cc1)c1ccccc1 (configuration not stated)	87	106	98	95	103	108	94	84
CC(=O)c1ccc2c3c(n(C)c2c1)CCCC3	92	90	nt	87	78	101	98	77
N#Cc1c2c(nn(-c3ccccc3)c1=O)C(O)=C([N+](=O)[O-])C(c1ccc([N+](=O)[O-])cc1)C2 (configuration not stated)	nt	66	55	92	100	56	109	90
COc1cc(Cc2cnc(N)nc2N)cc(OC)c1OC	99	87&115	115&97	112&103	124&98	113&113	106&106	64&95
Cc1ccc(S(=O)(=O)N(CCCc2c(C)nc(N)[nH]c2=O)c2ccccc2)cc1	86	92	nt	99	90	90	nt	92
c1ccc(CNc2nnc(NCc3ccccc3)c3c2ncn3Cc2ccccc2)cc1	80	70	66	82	40	81	89	79
c1ccc2c(c1)oc1c3cccnc3ccc21	nt	97	96	111	-62*	88	110	61
COc1cc(-c2nc3c(ncc4ccc(=O)[nH]c43)s2)cc(OC)c1OC	109	97	122	108	78	101	106	118
O=C(O)/C(=C\c1ccc([N+](=O)[O-])cc1)CCc1ccccc1	97	94	95	92	nt	140	105	87
COc1ccc2c(c1)sc1nc(-c3ccccc3)c(-c3cccc4ccccc34)n12	10	19	15	22	11	40	-49*	27
OC(c1ccc(F)c(C(F)(F)F)c1)c1cnccc1NC1CCCCC1 (configuration not stated)	17	17	nt	57	9.9*	55	79	56
NC(N)=N/N=C/c1ccccc1S(=O)(=O)O	93	nt	120	106	94	96	104	99
O=C(Cn1c(-c2ccccc2)nc2ccccc21)N=Nc1c(O)[nH]c2ccc(Cl)cc12	-15*	20	11	32	-19*	-42*	2.5*	27
COc1ccc(-c2nc(C#N)c(NC3CCS(=O)(=O)C3)o2)cc1 (configuration not stated)	96	109	90	102	113	111	104	89
Cc1cc2nc(C)c(=O)[nH]c2cc1C	101	106	116	109	110	93	105	121
NC(=O)c1cnn2ccn(C3OC(CO)C(O)C3O)c12 (configuration not stated)	119	107	114	120	97	103	105	116
CCCCCCOc1nc2c(c(=O)n(C)c(=O)n2C)n1C	93	97	100	102	100	108	101	104

Random excerpt: 5 compounds from above.
SMILES	SR	RPMI-8226	K-562	CCRF-CEM	MDA-MB-468	MDA-MB-231	MDA-MB-435	MOLT-4
N#Cc1c2c(nn(-c3ccccc3)c1=O)C(O)=C([N+](=O)[O-])C(c1ccc([N+](=O)[O-])cc1)C2 (configuration not stated)	nt	66	55	92	100	56	109	90
c1ccc(CNc2nnc(NCc3ccccc3)c3c2ncn3Cc2ccccc2)cc1	80	70	66	82	40	81	89	79
COc1cc(-c2nc3c(ncc4ccc(=O)[nH]c43)s2)cc(OC)c1OC	109	97	122	108	78	101	106	118
O=C(Cn1c(-c2ccccc2)nc2ccccc21)N=Nc1c(O)[nH]c2ccc(Cl)cc12	-15*	20	11	32	-19*	-42*	2.5*	27
OC(c1ccc(F)c(C(F)(F)F)c1)c1cnccc1NC1CCCCC1 (configuration not stated)	17	17	nt	57	9.9*	55	79	56

Reformatted: results already given.
Molecule | SR | RPMI-8226 | K-562 | CCRF-CEM | MDA-MB-468 | MDA-MB-231 | MDA-MB-435 | MOLT-4
COc1ccc(-c2nc(C#N)c(NC3CCS(=O)(=O)C3)o2)cc1 (configuration not stated) | 96 | 109 | 90 | 102 | 113 | 111 | 104 | 89
Cc1cc2nc(C)c(=O)[nH]c2cc1C | 101 | 106 | 116 | 109 | 110 | 93 | 105 | 121

Carrying on.
SMILES	SR	RPMI-8226	K-562	CCRF-CEM	MDA-MB-468	MDA-MB-231	MDA-MB-435	MOLT-4
CC1CCN(CCCCCOc2ccc3oc4ccccc4c(=O)c3c2)CC1	48	60	34	77	42	77	80	53
CCCCCC(=O)OC1CC(C)=C2C(=O)C=C(C)[C@@H]2[C@H]2OC(=O)[C@H](C)[C@H]12 (some centres not stated)	90	79	82	97	92	100	97	91
Cc1nc2ccc(Nc3nc(NCCN4CCOCC4)nc(Nc4ccc(F)cc4)n3)cc2n1Cc1ccccc1	0.1*	3.1*	3.0*	29	14	33	52	23
C[n+]1noc([O-])c1-c1ccccc1	nt	95	107	119	105	107	115	109
CCOC(=O)c1c(C)oc2ncnc(N3CCN(C(=O)Nc4ccccc4)CC3)c12	nt	80	90	84	91	88	102	95
N#Cc1ccc(N2Cc3cc(Cl)ccc3OC3=C2C(=O)N(Cc2ccccc2)C3=O)cc1	-26*	-23*	-22*	-9.5*	-64*	-16*	-42*	-25*
O=C(c1ccccc1)N(CCc1ccc(Cl)cc1)C(=S)N(C(=O)c1ccccc1)c1ccccc1	nt	-27*	58	8.5*	36	107	97	29
CC1(C)C(=O)/C(=C\c2cccnc2)C[C@]2(C)[C@H]3CC[C@@H]4[C@H]5[C@H](C(=O)/C=C/c6cccnc6)CC[C@]5(C(=O)O)CC[C@@]4(C)[C@]3(C)CC[C@@H]12	26[100 µM]	-27*[100 µM]	6.6*[100 µM]	-6.6*[100 µM]	-46*[100 µM]	-35*[100 µM]	-78*[100 µM]	4.5*[100 µM]
O=C(Nc1ncc(Cc2ccccc2)s1)C1=NCCCCN1	112	98	104	98	112	103	102	103
CN1CCN(c2ccc(NC(=O)c3nc4ccc5[nH]ncc5c4c4c3CCCC4)cc2C(F)(F)F)CC1	14	24	7.0*	5.8*	44	46	30	36
O=C(c1coc(=O)c(-c2ccc(F)cc2)c1)c1ccccc1O	86	104	99	107	nt	134	182	91
Cn1cc(/C=C2\C(=O)N(CCCCCn3c4ccccc4c(=O)c4ccccc43)c3ccccc32)c2ccccc21	83	102	87	104	125	80	105	66
COc1cccc(-c2c(C#N)c(-c3ccc(Cl)cc3)nc3n[nH]c(-c4ccc(Cl)cc4)c23)c1	16	7.2*	5.7*	24	61	nt	46	2.7*
CC(C)CCOC(=O)C(=O)OCCC(C)C	101	111	102	105	103	116	109	107
